# Source: PubChem (several laboratories)
# Rtt109 Vps75: inhibitors of Candida albicans Rtt109/Vps75 histone acetyltransferase; inhibition, % at 34.9 µM; Q5AAJ8; AID 540336; 330,000 tested, 0.16% active; purified Rtt109/Vps75, ThioGlo CoA-SH fluorescence, 4 h;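 active = inhibition of at least 50% in every replicate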
# cardiac RTF act: increases calcium sensitivity of human cardiac regulated thin filaments; P19429+P45379; IANBD-labeled TnC RTF fluorescence at EC20 calcium; 0% EC20 calcium, 100% full calcium; activation, % at 7.2 µM; 340,000 tested, 0.24% active; AID 493008;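 active = activation above the mean over all tested compounds plus 3 SD, cut at about 30% in these data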;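 note: rise in fluorescence read as greater calcium sensitivity of cardiac thin filaments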
# DAGLB inh: blocks human DAGLB lipase activity | Q8NCG7 | HEK293T DAGLB membrane lysate, EnzChek fluorogenic substrate | inhibition, % at 5.17 µM | 340,000 tested, 0.059% active | AID 504411; in the data active = inhibition above about 34%;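 note: 0% = enzyme with vehicle and 100% = wells lacking enzyme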
# Cardiac RTF inh: cardiac RTF calcium desensitization; AID 493244; inhibition, % at 7.15 µM; P19429+P45379; IANBD-labeled cardiac RTF, Ca2+ fluorescence; 340,000 tested, 0.12% active;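 active = inhibition above the mean inhibition of all tested compounds plus 3 SD, cut at about 17% in these data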;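 note: assay run at fixed EC70 calcium of 1.6 mM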
# CAL PDZ FP-1: inhibitors of human CAL PDZ peptide binding. AID 504414. inhibition, % at 20 µM. Q9HD26. 330,000 tested, 0.02% active. purified CAL PDZ, TMR-peptide fluorescence polarization, 1 h;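 active = highest replicate inhibition of at least 40%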;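 note: plate controls were DMSO neutral control wells for no effect and unlabeled competitor peptide control wells for full effect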
#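 material = purified tagged CAL PDZ domain construct (CerCALP) | compound dosing = 20 µM, one dose | times = 1 h at RT | measured by = fluorescence polarization from S- and P-plane intensities, G-factor corrected | read-out = inhibition from polarization loss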
# Keap1-Nrf2 PPI: disrupts human Keap1 binding to Nrf2 peptide | Keap1 Kelch-Nrf2 peptide fluorescence polarization, 1536-well | inhibition, % at 9.4 µM | 340,000 tested, 0.15% active; in the data active = inhibition above about 12%;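 note: human Keap1 Kelch domain with fluorescein labeled Nrf2 9mer peptide probe; 0% = neutral control wells and 100% = peptide positive control; higher means more block of Keap1 binding to Nrf2 peptide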
# Target sequence (Q14145 whole entry, looked up, the tested form may be a part): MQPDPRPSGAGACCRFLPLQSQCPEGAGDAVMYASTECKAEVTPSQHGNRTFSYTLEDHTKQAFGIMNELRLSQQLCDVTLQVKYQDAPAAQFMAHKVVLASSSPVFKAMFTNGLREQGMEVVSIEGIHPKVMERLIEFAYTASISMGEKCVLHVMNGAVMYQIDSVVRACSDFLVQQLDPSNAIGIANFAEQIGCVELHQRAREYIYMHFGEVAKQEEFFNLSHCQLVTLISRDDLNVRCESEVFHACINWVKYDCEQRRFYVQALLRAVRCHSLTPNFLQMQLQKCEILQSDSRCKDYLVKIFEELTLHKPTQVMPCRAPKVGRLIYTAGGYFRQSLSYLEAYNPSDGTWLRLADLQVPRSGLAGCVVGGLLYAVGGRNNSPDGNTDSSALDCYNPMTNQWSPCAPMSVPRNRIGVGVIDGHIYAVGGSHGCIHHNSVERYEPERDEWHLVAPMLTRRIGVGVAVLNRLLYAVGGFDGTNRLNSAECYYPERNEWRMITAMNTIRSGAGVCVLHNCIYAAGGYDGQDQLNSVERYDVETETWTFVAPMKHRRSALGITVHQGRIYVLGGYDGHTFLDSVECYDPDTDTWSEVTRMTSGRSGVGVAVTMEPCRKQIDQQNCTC
# C-LANA FP: KSHV C-LANA DNA binding inhibition; 340,000 tested, 0.078% active; MBP-C-LANA/FAM-LBS DNA binding, fluorescence polarization; inhibition, % at 9 µM; AID 504423;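 active = highest replicate inhibition at or above 60% at 9 µM, even if other replicates fall short; inactive = all replicates below 60% inhibition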;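 note: 0% = neutral control wells and 100% = 4 µM acridine orange control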
# SR-BI uptake up: activators of SR-BI mediated HDL lipid uptake; CHO ldlA[mSR-BI] cells, DiI-HDL uptake fluorescence, 3 h; 100 = double the neutral-control signal; activation, % at 12.5 µM; 320,000 tested, 0.096% active; AID 504775;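 active = mean replicate activation of at least 60% and every replicate at or above 60%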;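 note: 0% = median plate neutral-control signal and 100% = twice that signal; values of inactives mirror those of a sister screen read the other way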
#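 material = CHO ldlA[mSR-BI] cells | medium = Ham's F12 with 0.5% BSA, HEPES 25 mM, pH 7.4 | reagent = fluorescent DiI-HDL, 10 µg/mL final | compound dosing = single-point compound dose | incubation = 3 h, 37 °C | measured by = bottom-read fluorescence, 550/595 nm | measure = HDL uptake via cellular fluorescence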
# PKA-R2B act: activates the human PKA-R2B holoenzyme complex. AID 504700. P22694+P31323. PKA-R2B holoenzyme dissociation, Cy5-IP20 fluorescence polarization; R2B truncated from residue 108, S112A mutant; 0% DMSO only, 100% 113 µM cGMP. activation, % at 11.4 µM. 340,000 tested, 0.079% active;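 active = activation above a cutoff set at the mean over all compounds plus 3 SD, cut at about 18% in these data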;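 note: higher means more holoenzyme dissociation and a rise in polarization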
# Target sequence (P31323 whole entry, looked up, other chains not shown, the tested form may be a part): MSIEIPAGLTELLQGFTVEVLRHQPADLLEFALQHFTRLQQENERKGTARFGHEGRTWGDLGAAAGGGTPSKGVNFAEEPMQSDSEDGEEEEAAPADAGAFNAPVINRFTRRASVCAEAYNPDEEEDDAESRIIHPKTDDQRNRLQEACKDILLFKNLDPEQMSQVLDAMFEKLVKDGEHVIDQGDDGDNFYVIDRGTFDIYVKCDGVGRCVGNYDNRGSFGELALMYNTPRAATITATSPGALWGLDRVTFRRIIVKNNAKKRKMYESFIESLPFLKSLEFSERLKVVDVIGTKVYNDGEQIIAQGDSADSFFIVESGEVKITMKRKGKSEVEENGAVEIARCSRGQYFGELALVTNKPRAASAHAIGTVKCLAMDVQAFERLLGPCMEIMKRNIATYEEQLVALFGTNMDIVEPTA
# CAL PDZ FP-2: inhibitors of human CAL PDZ peptide binding; Q9HD26; inhibition, % at 24.9 µM; 300,000 tested, 0.92% active; AID 602252; purified CAL PDZ, TMR-peptide fluorescence polarization, 1 h;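 active = mean inhibition of at least 30% with at least half of replicates also reaching 30%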;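 note: 0% = DMSO neutral control and 100% = excess unlabeled competitor peptide PRC23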
# * marks the source's active call; other numbers are inactive results; · = no result given. Compounds were not picked by outcome; overall some 1.6% were active at least once.
SMILES,Cardiac RTF inh,C-LANA FP,CAL PDZ FP-2,DAGLB inh,CAL PDZ FP-1,Rtt109 Vps75,PKA-R2B act,Keap1-Nrf2 PPI,SR-BI uptake up,cardiac RTF act
O=C(COC(=O)c1ccc(N2CCCC2=O)cc1)c1ccc(OC(F)F)cc1,-4,-0.5,-4,0,-0.3,-2,-3,1,-5,-9
O=C(Nc1ccc(NC(=O)c2ccccc2F)cn1)c1ccco1,-8,-0.1,-2,-1,-2.2,-3,10,-3,·,4
CCOC(=O)C1=C(O)/C(=C\c2ccc(CNC(=O)C(=O)Nc3ccccc3)o2)N=C1C,0,9.7,-3,7,-1.4,-8,5,-3,40,-1
COCC(C)NC(=S)NC(=O)c1cc(S(=O)(=O)N2CCOCC2)ccc1C (centres undefined),8,-0.1,2,-3,-1.7,16,-4,-1,35,-5
O=C(COC(=O)c1ccc2ncsc2c1)NCc1cccc(Cl)c1,0,0.4,-3,-4,-1.3,-6,-1,-3,-1,-4
O=S(=O)(Nc1ncccn1)c1ccc(NC(=S)N2CCN(c3cccc(C(F)(F)F)c3)CC2)cc1,1,1.5,·,6,-0.1,-4,1,-3,14,-2
COC(=O)c1ccc(C(=O)OC)c(NC(=S)N2CCC(C)CC2)c1,-8,-1.1,-2,-5,-0.4,-3,-4,0,-18,1
O=C(O)c1cc(-c2ccc(Cl)s2)nc2ccccc12,3,1.8,-9,3,-2.8,5,-7,-2,25,-7
CC12CCC(C(=O)NNc3ccccc3)(OC1=O)C2(C)C (centres undefined),-11,-0.5,-5,2,-2.6,-2,8,-9,·,0
Fc1ccc(-c2cc(C(F)(F)F)n3ncnc3n2)cc1,-12,0.1,6,0,-2.1,2,2,-3,2,5
CCCCCCOC(=O)CCc1c(C)nc(N)[nH]c1=O,-5,0.7,-1,1,-1.0,-1,0,-4,5,1
COc1cc(/C=C/C(=O)OCC(=O)NC(=O)C2COc3ccccc3O2)ccc1OC(F)F (centres undefined),2,0.3,-1,-2,0.1,0,-2,-2,·,1
CC(=O)Nc1ccc(NC(=O)CCCNC(=O)c2ccc(Cl)cc2)cc1,1,-1.8,-2,-2,-2.1,6,-4,3,·,1
CC(=O)N1CCOc2ccc(S(=O)(=O)NCCc3ccc(S(N)(=O)=O)cc3)cc21,-2,-1.8,0,-1,-2.7,-2,-14,4,5,0
O=C1CCN(CCc2ccccc2)CCN1[C@H](COc1ccccc1)c1ccccc1,-2,-2.2,-4,-2,0.1,3,-17,-2,0,-5
Cc1ccc2cc(C#N)c(SCC(=O)N3CCCc4ccccc43)nc2c1C,-6,2.5,·,-1,0.0,-4,8,-2,0,-5
CCCOc1ccc(OC(=O)c2ccc(Br)o2)cc1,-16,-0.4,-4,-12,·,-8,-10,1,24,-2
O=C(Cn1nc(-c2ccccc2)c2ccccc2c1=O)Nc1cccnc1,-3,0.3,1,-1,-5.7,0,-11,-2,-29,1
Cc1ccc(CN=Cc2[nH]c3ccc(Br)c(Cl)c3c2O)cc1,-37,1.0,-3,-4,0.0,-13,-9,-3,13,9
Cn1c(SCc2ccc(Br)cc2)nnc1-c1ccncc1,-3,-1.7,-2,1,-1.7,9,0,-7,7,3
O=c1c2ccccc2ccc2ccc(P(=O)(O)O)cc12,-3,0.9,0,-2,-1.8,-6,2,-6,18,3
CCc1ccc(OCC(=O)Nc2ccc(-c3cc4ccccc4oc3=O)c(OC)c2)cc1,11,1.0,-3,-5,-1.0,-2,-4,2,-63,0
S=c1[nH]nc(-c2ccccc2)n1/N=C/c1cccc(Br)c1,3,0.2,·,-1,0.0,-9,2,-1,-10,6
Cc1cc(N)n2ncc(-c3ccc(Cl)cc3)c2n1,0,-0.7,-1,3,-3.6,1,4,-3,-26,-7
Cn1c(N)c(C(=O)COC(=O)/C=C/c2cccc(Cl)c2)c(=O)n(C)c1=O,-4,0.0,-1,2,-1.7,7,0,2,-23,-1
Cc1ccc(O)c(C(=O)c2cc(C#N)c(=O)n(C(C)c3ccccc3)c2)c1 (centres undefined),2,-1.0,6,-4,2.5,34,-6,3,-32,-1
CCSc1ncc(Cl)c(C(=O)Nc2cc(C)ccc2C)n1,-23,-0.8,1,-5,-0.8,-23,-4,-6,·,2
O=C(c1ccccc1)[C@@H]1[C@@H]2C(=O)N(c3ccc(F)cc3)C(=O)[C@@H]2C2CCCN21 (some centres undefined),-23,14,-2,0,-2.8,6,5,2,4,16
O=C(CCn1cccc1)N1CCc2ccccc21,-24,-0.1,3,0,0.1,10,-18,-7,1,-3
C=CCNC(=O)C1CCC(CNc2nc(=S)[nH]c3ccccc23)CC1 (centres undefined),-7,-2.7,0,0,-0.7,1,-7,-3,-9,-8
CC1CCCCN1S(=O)(=O)c1ccc(C(=O)Nc2nnc(C3=COCCO3)o2)cc1 (centres undefined),-5,-0.8,2,2,-2.2,6,-5,4,22,0
O=C(O)C1CCC(Cn2c(SCc3cc(=O)n4ccccc4n3)nc3ccsc3c2=O)CC1 (centres undefined),12,-0.9,-8,-1,0.8,·,3,3,6,-7
Brc1ccc(-c2nnc3sc(CN4CCN(c5ccccc5)CC4)cn23)cc1,-7,-0.5,·,0,0.1,10,-4,-6,22,4
CCCN1C(=O)c2cccc3c(N4CCCCC4)ccc(c23)C1=O,-72,3.4,-1,-28,-2.2,-8,-4,-4,·,75*
CCOC(=O)C1CCCN(C(=O)COc2ccc(C(=O)c3ccc(F)cc3)cc2)C1 (centres undefined),2,-0.6,-2,-8,0.6,2,1,-2,-4,0
Nc1nc(CSc2ccccn2)nc(Nc2ccccc2)n1,-2,0.4,2,0,-2.5,3,-8,-2,14,3
CC(OC(=O)CN1C(=O)NC2(CCCCC2C)C1=O)c1ccccc1 (centres undefined),-7,-0.9,-5,1,-0.7,0,-2,6,-18,8
O=C(Nc1ccc(OC(F)(F)F)cc1)c1ccc(-n2cncn2)nc1,-19,-0.2,-2,-1,-0.3,2,-10,0,-17,-1
COCC(C)NC(=O)c1noc2c1CCc1cc(OC)ccc1-2 (centres undefined),-6,-0.6,·,-2,0.0,-2,-1,-3,-36,-6
COc1cc(Br)c(CC(=O)NNC(=O)c2ccc(F)cc2)cc1OC,-10,4.4,1,2,-0.6,1,-1,6,-3,0
COC(=O)c1ccc(N=NN2CCCCCC2)cc1,-1,-0.2,1,-5,-1.9,45,-4,0,2,-1
O=c1c(Br)ccc(Br)cc1Br,-5,3.2,1,-14,0.9,7,-2,-1,-35,-1
CCOC(=O)C1=C(C)N=C2c3ccccc3C(=O)C2C1c1ccccc1 (centres undefined),-13,-0.9,-8,22,-3.9,1,4,-4,-28,1
COc1cc2[nH]c(C(=O)N3CCN(C)CC3)cc2c(OC)c1OC,-11,1.3,-4,-1,5.6,-1,3,2,-9,4
C[C@@H](NC(=O)c1[nH]cnc1C(=O)Nc1ccccc1)c1ccccc1,-20,-0.7,-3,-1,-1.6,-7,-1,1,-12,-3
COc1ccc(N2CCN(CC(=O)Nc3ccc(C)cc3Br)CC2)cc1,-9,-0.4,-3,2,-3.1,1,-9,-2,2,-8
O=C(CN1CCCC1)Nc1ccccc1Cl,-4,-0.3,·,1,-0.6,-2,-3,-10,16,0
CC(C)C(=O)NCC(c1ccc2c(c1)OCO2)N1CCOCC1 (centres undefined),-12,0.3,·,0,-1.0,-22,-3,1,17,6
CCCC(=O)N(c1ccc2oc(C)c(C(C)=O)c2c1)S(=O)(=O)c1ccc(C)c([N+](=O)[O-])c1,-14,-1.7,-1,-2,-0.1,5,-4,-5,11,4
Cc1cccn2c(=O)c3cc(C(=O)NCC4CCCO4)c(=N)n(C4CCCCC4)c3nc12 (centres undefined),-24,-2.7,·,-2,-1.6,5,-8,1,·,-5

# Continuation:
SMILES,Cardiac RTF inh,C-LANA FP,CAL PDZ FP-2,DAGLB inh,CAL PDZ FP-1,Rtt109 Vps75,PKA-R2B act,Keap1-Nrf2 PPI,SR-BI uptake up,cardiac RTF act
COc1ccc([C@@H]2[C@@H]3C(=O)N(C(C)(C)C)C(=O)[C@@H]3[C@]3(Cc4ccccc4)C(=O)N(c4cccc(F)c4)C(=O)N23)cc1,-10,0.3,-7,-2,-1.6,14,1,-1,9,-4
O=C(O)c1ccc2nc(-c3ccco3)c(-c3ccco3)nc2c1,47*,30,-2,-1,-2.0,-3,-7,5,4,-30
COc1ccc(/C=C/C(=O)Nc2ccc3c(c2)OCCO3)cc1OC,-34,-2.3,·,0,-3.5,2,5,3,-44,8
CC1CCCN(C(=O)c2ccc3c(c2)C(=O)N(CCC2=CCCCC2)C3=O)C1 (centres undefined),-10,-0.9,·,-7,-0.5,5,3,-3,-30,-1
CN(C)c1ccccc1C(=O)c1ccccc1N(C)C,3,-0.7,3,-4,-0.1,7,7,2,-11,-7
CC1Sc2ccc(S(=O)(=O)N3CCC(C(=O)NCc4ccccc4)CC3)cc2NC1=O (centres undefined),-2,-2.1,-7,3,-3.2,8,-8,3,4,-3
O=C1C(Cc2c[nH]c3ccccc23)NC(=S)N1C1CCCCC1 (centres undefined),-1,-1.0,-1,1,-4.9,4,-3,1,0,4
Cc1c(C(C)NC(=O)c2cc(COc3cccc4cnccc34)on2)cnn1C (centres undefined),-6,1.0,-2,1,-3.4,28,5,2,-3,-3
O=C(Nc1ccccc1)C1CCCN1/C=C/C(=O)C(F)(F)F (centres undefined),-2,1.5,-4,0,-1.5,1,-4,-5,1,-1
CN1CCN(C(=O)C2=C[C@@H](C(C)(C)C)C[C@@H](OCc3ccc(CO)cc3)O2)CC1,-3,0.4,-4,1,-0.2,5,8,-1,39,-3
CN1C(=O)C(=O)/C(=C(/O)c2ccc(Br)cc2)C1c1cccc([N+](=O)[O-])c1 (centres undefined),1,-0.9,-4,1,0.4,-8,-4,-3,-4,-3
CCCCNc1nc(N)nc(-c2cc(Cl)ccc2O)n1,-6,-0.8,2,-2,-2.9,7,-8,-4,-33,6
COC(=O)Cn1cnc(C(=O)Nc2ccc(C)c(C)c2)n1,-6,0.6,-4,1,0.1,2,-4,-8,-9,-4
CCc1cccc2sc(NC(=O)C3CC3)nc12,-2,1.1,4,-5,-0.7,4,-7,-3,-49,-8

# Arranged by SMILES length (smallest number first): three of the compounds above
SMILES,Cardiac RTF inh,C-LANA FP,CAL PDZ FP-2,DAGLB inh,CAL PDZ FP-1,Rtt109 Vps75,PKA-R2B act,Keap1-Nrf2 PPI,SR-BI uptake up,cardiac RTF act
CCc1cccc2sc(NC(=O)C3CC3)nc12,-2,1.1,4,-5,-0.7,4,-7,-3,-49,-8
CCCCNc1nc(N)nc(-c2cc(Cl)ccc2O)n1,-6,-0.8,2,-2,-2.9,7,-8,-4,-33,6
CN1C(=O)C(=O)/C(=C(/O)c2ccc(Br)cc2)C1c1cccc([N+](=O)[O-])c1 (centres undefined),1,-0.9,-4,1,0.4,-8,-4,-3,-4,-3
